# PAX8 inh HTS = lowers PAX8-driven luciferase in RMG-I cells; RMG-I TPO-luciferase reporter, SteadyGlo, 24 h; inhibition, % at 12.6 µM; actives 1.2% (n = 360,000); AID 652154;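 active = mean replicate inhibition at least 60% with every replicate also reaching 60%; inconclusive = only one of the two criteria is met; inactive = mean below 60% and not all replicates reaching 60%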;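 also: luciferase light reporting Pax8 driven TPO promoter activity; plate controls were median of neutral control wells for no effect and mitoxantrone controls for full effect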
# ERAP1 inh = inhibitors of human ERAP1 aminopeptidase; recombinant ERAP1, Leu-AMC fluorescence, 60 min; AID 652197; Q9NZ08; actives 0.15% (n = 340,000); inhibition, % at 10.7 µM;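 active = mean replicate inhibition of at least 30%, or all replicates individually reaching that 30% level; inactive = mean below 30% and not every replicate reaching it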;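 also: 0% = neutral control wells and 100% = L-leucinethiol positive control wells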
# Target sequence (Q9NZ08 whole entry, looked up): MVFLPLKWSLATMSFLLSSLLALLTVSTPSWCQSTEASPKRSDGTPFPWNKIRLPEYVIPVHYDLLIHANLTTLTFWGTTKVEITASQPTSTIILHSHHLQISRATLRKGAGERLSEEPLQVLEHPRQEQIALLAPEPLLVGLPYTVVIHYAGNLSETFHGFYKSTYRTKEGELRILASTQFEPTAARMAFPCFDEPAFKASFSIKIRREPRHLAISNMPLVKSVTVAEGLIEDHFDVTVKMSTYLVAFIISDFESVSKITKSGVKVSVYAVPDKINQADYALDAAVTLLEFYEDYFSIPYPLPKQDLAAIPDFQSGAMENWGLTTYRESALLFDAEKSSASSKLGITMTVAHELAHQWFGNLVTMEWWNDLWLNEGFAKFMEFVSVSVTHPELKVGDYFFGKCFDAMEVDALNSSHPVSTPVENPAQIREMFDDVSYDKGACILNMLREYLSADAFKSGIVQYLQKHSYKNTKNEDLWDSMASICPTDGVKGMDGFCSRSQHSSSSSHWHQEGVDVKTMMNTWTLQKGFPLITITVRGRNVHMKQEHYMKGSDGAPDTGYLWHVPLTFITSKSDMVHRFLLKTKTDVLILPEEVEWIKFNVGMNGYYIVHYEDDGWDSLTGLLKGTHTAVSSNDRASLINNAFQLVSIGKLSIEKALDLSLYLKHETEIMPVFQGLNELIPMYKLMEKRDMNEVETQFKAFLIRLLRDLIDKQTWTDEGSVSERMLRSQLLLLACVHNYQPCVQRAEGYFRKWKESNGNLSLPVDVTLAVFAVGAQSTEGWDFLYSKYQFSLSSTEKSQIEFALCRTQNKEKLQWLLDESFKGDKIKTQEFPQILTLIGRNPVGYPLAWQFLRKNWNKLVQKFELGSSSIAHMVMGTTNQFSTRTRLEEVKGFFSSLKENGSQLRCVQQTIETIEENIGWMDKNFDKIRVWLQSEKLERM
# S100A4 inh HTS = S100A4-myosin IIA interaction inhibition; P26447; S100A4/TAMRA-MyoIIA peptide fluorescence polarization; inhibition, % at 10.7 µM; actives 0.14% (n = 360,000); AID 652163;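 active = mean inhibition of at least 70% across replicates, with every replicate also reaching that level; inconclusive = mean inhibition reaches 70% but some replicates fall short; inactive = mean inhibition below 70%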
# Target sequence (P26447 whole entry, looked up): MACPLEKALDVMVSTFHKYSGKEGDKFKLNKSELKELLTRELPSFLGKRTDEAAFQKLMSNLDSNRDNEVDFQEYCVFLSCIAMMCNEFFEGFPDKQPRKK
#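 assay system = human S100A4 monomer with TAMRA-labelled myosin IIA peptide | also added = labelled myosin peptide probe, 5 nM | incubation = 5 min between mix addition and reading | control set = DMSO and TFP controls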
# LGR2 antag = inhibitors of bursicon-induced Drosophila LGR2 receptor cAMP signaling | AID 720647 | inhibition, % at 9.99 µM | HEK293 LGR2, CRE-luciferase, bursicon-stimulated, 4 h | actives 0.35% (n = 380,000);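 active = drop in luminescence signal, shown as inhibition above about 50% in the replicate tests, limit read from the data, passing the limit was not always enough; inconclusive = probably only some replicates passing the limit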;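 also: agonist challenge used bursicon conditioned medium at about half maximal strength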
# FN deposition inh = fibronectin deposition inhibition | AH1F fibroblasts, Alexa488-fibronectin deposition fluorescence, overnight | inhibition, % at 12.6 µM | actives 0.086% (n = 350,000) | AID 743247;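 active = mean inhibition across replicates of 30% or more, regardless of how many single replicates reach that level; inconclusive = mean under 30% yet at least half of replicates reach 30%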;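 also: positive control wells lacked labelled fibronectin entirely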
#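 material = AH1F fibroblast monolayer depositing Alexa488-labelled fibronectin into matrix | amount = 10000 AH1F cells/well | buffer or medium = DMEM plus 2% serum, read in PBS | incubation = 1 h cell adhesion before compound, then overnight fibronectin incubation | detection = fluorescence at 485 nm excitation, 525 nm emission | evaluation = percent inhibition as loss of matrix-bound fibronectin fluorescence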
# EWS-Fli inh = inhibitors of EWS/Fli oncoprotein transcriptional activity; actives 0.67% (n = 350,000); A673 NR0B1-luciferase reporter, viability-normalised; inhibition, % at 12.6 µM;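 active = mean inhibition of at least 50% after viability correction, with every replicate also passing that limit; inconclusive = mean reaches 50% but only one of two replicates passes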;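 also: firefly luciferase signal divided by Alamar Blue viability fluorescence both relative to DMSO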
# PGC1a acetyl inh = lowers PGC1a acetylation signal in U2OS cells; AlphaScreen anti-acetyl-lysine; with virally co-expressed GCN5 acetyltransferase; actives 0.17% (n = 350,000); inhibition, % at 15.6 µM;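 active = every replicate shows inhibition of at least 40%; inconclusive = mean inhibition at least 40% but some replicate below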;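 also: 0% = neutral control wells and 100% = positive control wells; some results beyond the cut were filed as inactive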
# PglD DTNB = PglD (C. jejuni) enzyme inhibition; purified PglD enzyme, DTNB colorimetric CoA detection; inhibition, % at 12.5 µM; actives 0.098% (n = 360,000); AID 602405; in the data active = inhibition above about 16%, passing the limit was not always enough; inconclusive = no clear call, values can overlap the other calls; also: strong numbers were not always called active
# Active calls of the source: *; u = inconclusive; x = no result given.
# The first 16 records, to show the layout:
SMILES,PAX8 inh HTS,ERAP1 inh,S100A4 inh HTS,LGR2 antag,FN deposition inh,EWS-Fli inh,PGC1a acetyl inh,PglD DTNB
CCC(C)NC(=O)c1cc(Cl)c(NC(=O)C2=C(C)OCCS2)cc1OC (stereo unspecified),3,3,-3,-2,5,-19,x,1
C[C@@H]1CCCCO[C@@H](CN(C)S(=O)(=O)c2ccc(F)cc2)[C@H](C)CN([C@H](C)CO)C(=O)c2cc(NC(=O)CCCN(C)C)ccc2O1,56,1,-6,17,6,0,-10,0
CCOC(=O)C1CCN(C(=O)c2cc(COc3ccc(F)cc3F)on2)CC1,-211,0,3,-32,x,x,3,0
CN(C)CCNC(=O)c1c(CSc2ccccc2)noc1C(=O)NCc1ccccc1,-13,1,-1,5,-4,9,-9,-4
CCOC(=O)c1c(-c2ccc(-c3ccccc3)cc2)csc1NC(=O)CNCCN(C)C,4,3,-10,8,6,u,-34,-5
COc1ccc(C#Cc2ccc([C@@H]3[C@@H](CO)N4C(=O)CN(C(=O)c5cccnc5)C[C@H]34)cc2)cc1,-9,2,-4,-7,x,-2,12,x
CCN(CC)c1ccc(C=NNc2ccc([N+](=O)[O-])cn2)cc1,-189,-5,2,-87,-2,-63,-19,-3
C[C@H]1CN([C@@H](C)CO)S(=O)(=O)c2ccc(C#CC3(O)CCCC3)cc2O[C@@H]1CN(C)C(=O)Cc1ccccc1,x,6,2,-19,x,30,-9,0
CCC1CCCCN1C(=O)c1ccc(OC2CCN(C(=O)C3CC3)CC2)cc1 (stereo unspecified),2,-1,-4,13,1,1,-3,2
Cc1ccccc1CN(C)CCc1ccccn1,9,-2,1,9,-4,1,-7,x
COc1ccc(OC(=O)N(C)C[C@H]2OCc3cn(nn3)CCCC(=O)N([C@@H](C)CO)C[C@H]2C)cc1,x,-1,0,6,-10,-4,0,1
CCOc1cccc2cc(-c3cn4cc(C)ccc4n3)c(=O)oc12,1,x,x,x,-10,x,0,3
C[C@@H]1CN([C@@H](C)CO)C(=O)c2cc(C#CC3(O)CCCC3)cnc2O[C@@H]1CN(C)C,x,2,11,-1,-14,-12,3,3
CC(Sc1nnc(-c2ccc(O)cc2)o1)C(=O)Nc1cccc2ccccc12 (stereo unspecified),-13,x,x,x,5,x,-1,-3
CN(C)c1cccc(Oc2nc3c(c(=O)n(C)c(=O)n3C)n2C)c1,1,-3,13,-12,3,-8,-7,0
CC(C)(C)c1nnc(NC(=O)CCS(=O)(=O)c2ccccc2)s1,97*,2,8,5,-5,-8,-10,9

# Main list, from the start:
SMILES,PAX8 inh HTS,ERAP1 inh,S100A4 inh HTS,LGR2 antag,FN deposition inh,EWS-Fli inh,PGC1a acetyl inh,PglD DTNB
CCC(C)NC(=O)c1cc(Cl)c(NC(=O)C2=C(C)OCCS2)cc1OC (stereo unspecified),3,3,-3,-2,5,-19,x,1
C[C@@H]1CCCCO[C@@H](CN(C)S(=O)(=O)c2ccc(F)cc2)[C@H](C)CN([C@H](C)CO)C(=O)c2cc(NC(=O)CCCN(C)C)ccc2O1,56,1,-6,17,6,0,-10,0
CCOC(=O)C1CCN(C(=O)c2cc(COc3ccc(F)cc3F)on2)CC1,-211,0,3,-32,x,x,3,0
CN(C)CCNC(=O)c1c(CSc2ccccc2)noc1C(=O)NCc1ccccc1,-13,1,-1,5,-4,9,-9,-4
CCOC(=O)c1c(-c2ccc(-c3ccccc3)cc2)csc1NC(=O)CNCCN(C)C,4,3,-10,8,6,u,-34,-5
COc1ccc(C#Cc2ccc([C@@H]3[C@@H](CO)N4C(=O)CN(C(=O)c5cccnc5)C[C@H]34)cc2)cc1,-9,2,-4,-7,x,-2,12,x
CCN(CC)c1ccc(C=NNc2ccc([N+](=O)[O-])cn2)cc1,-189,-5,2,-87,-2,-63,-19,-3
C[C@H]1CN([C@@H](C)CO)S(=O)(=O)c2ccc(C#CC3(O)CCCC3)cc2O[C@@H]1CN(C)C(=O)Cc1ccccc1,x,6,2,-19,x,30,-9,0
CCC1CCCCN1C(=O)c1ccc(OC2CCN(C(=O)C3CC3)CC2)cc1 (stereo unspecified),2,-1,-4,13,1,1,-3,2
Cc1ccccc1CN(C)CCc1ccccn1,9,-2,1,9,-4,1,-7,x
COc1ccc(OC(=O)N(C)C[C@H]2OCc3cn(nn3)CCCC(=O)N([C@@H](C)CO)C[C@H]2C)cc1,x,-1,0,6,-10,-4,0,1
CCOc1cccc2cc(-c3cn4cc(C)ccc4n3)c(=O)oc12,1,x,x,x,-10,x,0,3
C[C@@H]1CN([C@@H](C)CO)C(=O)c2cc(C#CC3(O)CCCC3)cnc2O[C@@H]1CN(C)C,x,2,11,-1,-14,-12,3,3
CC(Sc1nnc(-c2ccc(O)cc2)o1)C(=O)Nc1cccc2ccccc12 (stereo unspecified),-13,x,x,x,5,x,-1,-3
CN(C)c1cccc(Oc2nc3c(c(=O)n(C)c(=O)n3C)n2C)c1,1,-3,13,-12,3,-8,-7,0
CC(C)(C)c1nnc(NC(=O)CCS(=O)(=O)c2ccccc2)s1,97*,2,8,5,-5,-8,-10,9
Cc1noc(C)c1S(=O)(=O)Nc1ccc2c(c1)CC(=O)N([C@@H](C)CO)C[C@H](C)[C@H](CN(C)C(=O)Nc1ccc(C(F)(F)F)cc1)O2,-28,-1,-40,-1,6,-15,15,2
O=C(COc1cccc(C(F)(F)F)c1)NCC(c1ccco1)N1CCCCC1 (stereo unspecified),-3,-3,-15,11,-7,0,-8,x
COC(=O)[C@@H]1[C@@H](CO)[C@@H]2Cn3c(ccc(-c4cccc(F)c4)c3=O)[C@@H]2N1S(C)(=O)=O,x,1,8,0,x,-7,x,-3
CCNC(=O)[C@H]1[C@H](CO)[C@H]2Cn3c(ccc(-c4ccc(OC)cc4)c3=O)[C@H]2N1Cc1ccccc1,22,6,2,-11,x,20,4,3
Cc1ccc(NC(=O)CN2CCOCC2)cc1S(=O)(=O)N1CCCCC1,5,-3,-4,0,3,12,-11,0
CCOC(=O)C1CCCN(C(=O)c2cc(-c3ccc(C)cc3)nc3ccccc23)C1 (stereo unspecified),-40,3,-3,-33,0,-20,-16,x
CCOc1cc2[nH]c(=S)n(Cc3ccc(C(=O)NCCCN(CC)CC)cc3)c(=O)c2cc1OCC,30,-7,-6,-6,3,4,-16,-6
COC(=O)c1nn(-c2ccc(OC)cc2)c(=O)cc1O,-13,9,0,0,-1,2,x,-2
OC[C@@H]1Nc2ccc(-c3ccccc3)cc2[C@@H]2[C@H]1CCN2Cc1ccc(F)cc1,27,2,0,-8,-11,-6,-5,1

# Carrying on.
SMILES,PAX8 inh HTS,ERAP1 inh,S100A4 inh HTS,LGR2 antag,FN deposition inh,EWS-Fli inh,PGC1a acetyl inh,PglD DTNB
CN1CCN(C(=O)[C@@H]2[C@@H](CO)[C@@H]3Cn4c(ccc(C5=CCCC5)c4=O)[C@H]2N3S(C)(=O)=O)CC1,x,-3,-1,-7,x,9,x,-3
CC(C)(C)NC(=O)C(c1ccco1)N(C(=O)c1csnn1)c1ccccc1 (stereo unspecified),-2,x,x,x,-4,x,-5,9
CCOC(=O)c1ccoc1CSCc1ccc(C(=O)OC)o1,3,x,x,x,7,x,0,2
CC(C)(C)OC(=O)N[C@H](C(=O)OC(C)(C)C)c1ccc(C(F)(F)F)cc1,9,3,2,-6,-10,5,-12,0
CC(C)(C)OC(=O)NC(CNCc1ccccc1)Cc1ccccc1 (stereo unspecified),1,2,-2,4,1,7,-5,-4
Cc1noc(C)c1NC(=O)N(C)C[C@H]1Oc2c(NC(=O)c3ccncc3)cccc2C(=O)N([C@@H](C)CO)C[C@H]1C,x,0,13,11,x,1,18,13
CCC(C(=O)N1CCN(C(=O)c2ccco2)CC1)c1ccccc1 (stereo unspecified),-8,x,x,x,21,x,0,2
CC(C)NC(=O)N(C)C[C@@H]1Oc2cc(C#Cc3ccc(F)cc3)ccc2S(=O)(=O)N([C@@H](C)CO)C[C@@H]1C,x,1,-6,-4,x,5,7,-2
CC(Oc1cc2oc(=O)c3c(c2cc1Cl)CCC3)C(=O)NCCCN1CCOCC1 (stereo unspecified),-12,0,3,-12,-1,-2,-3,-2
Cc1nn(-c2ccc(Cl)cc2Cl)c(=O)c2ccccc12,x,0,3,22,x,4,-11,-1
S=C(NCCc1ccccc1)N1CCN(Cc2ccc(Cl)c(Cl)c2)CC1,13,0,1,14,-3,4,x,x
CO[C@H]1CN(C)C(=O)c2cc(NC(=O)NC(C)C)ccc2OC[C@H](C)N(C(=O)C2CCC2)C[C@@H]1C,-12,x,21,6,x,-4,7,-2
O=C(NCc1ccc(F)cc1)c1cc(C2CCCN(C(=O)C3CCCCC3)C2)on1 (stereo unspecified),29,0,-3,13,x,3,-3,3
CCC(=O)Nc1ccc2c(c1)OC[C@@H](C)N(CCC(F)(F)F)C[C@H](C)[C@@H](OC)CN(C)C2=O,0,1,3,-19,-5,4,x,-1
C[C@H]1CN([C@@H](C)CO)C(=O)c2cc(C#Cc3ccc(F)cc3)cnc2O[C@H]1CN(C)CC1CCOCC1,x,1,17,-15,3,-2,0,0
Cc1cccc(NC(=O)CN(C)C(=O)Cc2ccc(-c3ccccc3)cc2)c1C,-2,-6,0,16,6,-6,-9,5
CCOC(=O)c1[nH]cnc1C(=O)NCc1ccccc1,-19,0,-2,x,-10,-1,x,2
CCc1nnc(NS(=O)(=O)c2ccc(NC(=O)/C=C/c3ccc(F)cc3)cc2)s1,6,1,2,18,-2,5,-7,5
OCCCc1nc2ccccc2n1CCc1ccccc1,x,0,1,4,x,4,-4,0
COc1ccc(-n2cc(C(=O)c3ccccc3O)cn2)cc1,-19,2,-3,u,-6,22,x,x
Cc1nn(Cc2ccccc2)c(C)c1CNC(=O)CN=C1NS(=O)(=O)c2ccccc21,17,4,-2,7,5,-1,x,0
NC(=O)COn1c(SCC(N)=O)nc2ccccc2c1=O,10,x,4,-12,-24,-8,18,-4
CN(C)Cc1c(O)ccc2c(=O)c(-c3ccccc3Cl)c(C(F)(F)F)oc12,-14,1,-3,-4,-1,7,9,-1
O=C(CNC(=O)c1ccc(Br)o1)NCC(=O)OCc1ccccc1,-11,-4,-4,-1,-1,-11,x,-6
Cn1ccc(-c2cc(C(=O)O)c3ccccc3n2)n1,11,-4,5,18,-2,-14,3,1
COc1cccc(-c2nc3nc(C)cc(C)n3c2Nc2c(C)cccc2C)c1,-23,9,-38,-28,-10,-8,x,x
Cc1ccc(S(=O)(=O)NCCC(=O)OCC(=O)N2CCCC2=O)cc1C,4,2,-11,-5,3,-7,16,-5

# Screening results as filed in PubChem.
